Pf Dd2 growth: blocks growth of Plasmodium falciparum Dd2 parasites | activity change, % at 10 µM | 94,000 compounds, 2.3% hits | P. falciparum Dd2 growth, SYBR Green, 72 h; stronger effect = lower value; in the data active = activity change below about -80%; inconclusive = no clear call, values can overlap the other calls
Tcruzi prolif: inhibitors of T. cruzi proliferation; 77,000 compounds, 5.9% hits; inhibition, % at 8.34 µM; T. cruzi beta-gal in NIH3T3, GalScreen luminescence, 90 h;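 active = mean inhibition above about 93%, with at least 55% of replicates each passing it, limit read from the data, passing the limit was not always enough; inconclusive = only one of those two conditions holds; inactive = neither condition holds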
C diff growth: inhibitors of Clostridium difficile growth. Clostridium difficile clinical isolate growth, OD600, 24 h; stronger effect = lower value. growth activity, negative = inhibition, % at 16 µg/mL (by protocol). 86,000 compounds, 0.25% hits. AID 1259249;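 active = mean growth activity at or below -80% and every replicate also at or below -80%; inconclusive = mean at or below -80% but some replicate above -80%; inactive = mean growth activity above -80%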;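 note: 0% = DMSO wells and -100% = levofloxacin 16 µg/mL wells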
GASC1 inh: KDM4C (human) demethylase inhibition | inhibition, % at 12.5 µM | 96,000 compounds, 0.15% hits | GST-KDM4C 2-372, H3K9me3 peptide, LANCE TR-FRET | Q9H3R0;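 active = mean replicate inhibition above about 25%, with at least 55% of replicates also reaching it, limit read from the data, passing the limit was not always enough; inconclusive = only one of those two conditions met; inactive = neither condition met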
Target sequence (Q9H3R0 2-372 limits assumed): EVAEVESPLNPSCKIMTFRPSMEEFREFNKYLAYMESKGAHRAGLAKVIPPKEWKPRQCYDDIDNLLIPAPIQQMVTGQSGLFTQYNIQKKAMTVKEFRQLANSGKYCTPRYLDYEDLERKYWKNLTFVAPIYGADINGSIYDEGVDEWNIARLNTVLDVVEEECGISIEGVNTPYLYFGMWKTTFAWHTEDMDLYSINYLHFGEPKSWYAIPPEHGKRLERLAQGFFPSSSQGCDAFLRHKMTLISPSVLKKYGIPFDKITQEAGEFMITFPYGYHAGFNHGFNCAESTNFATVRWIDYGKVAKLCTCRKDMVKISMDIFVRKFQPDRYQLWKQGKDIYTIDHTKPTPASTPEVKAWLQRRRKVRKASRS
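Compound: one test concentration per compound; Material: GST-GASC-1 enzyme fragment 2-372; Amount: GASC-1 enzyme at 10 nM final in reaction; Also added: H3K9me3 peptide substrate, Fe(II), 2-oxoglutarate; Technique: LANCE TR-FRET; Times: 30 min demethylation and 1 h detection at room temperature.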
* hit, by the source's call; ? = inconclusive; . = no result given; & = joins results of further samples.

SMILES | Pf Dd2 growth | Tcruzi prolif | C diff growth | GASC1 inh
COc1cccc(NC(=O)N(C)C[C@H]2Oc3cc(-c4ccccc4OC)ccc3S(=O)(=O)N([C@H](C)CO)C[C@H]2C)c1 | -34.3 | . | -1.6 | -4.0
CCC(=O)N1C[C@@H](C)[C@H](OC)CN(C)C(=O)c2ccc(NC(=O)Nc3ccccc3)cc2OC[C@@H]1C | -31.0 | 13.5 | -4.3 | -0.2
O=C([C@@H]1[C@@H](CO)[C@@H]2Cn3c(ccc(-c4ccccc4F)c3=O)[C@H]1N2C(=O)C1CCC1)N1CCCCC1 | . | -49.0 | 16.0 | 0.1
O=C(CC1CC1)N1CC2(C1)[C@@H](c1ccccc1)[C@H](CO)N2C(=O)c1ccccn1 | 16.7 | . | 3.5 | 0.5
CCC(=O)Nc1ccc2c(c1)OC[C@H](C)N(C(=O)COC)C[C@H](C)[C@H](OC)CN(C)C2=O | 4.4 | 0.0 | -1.9 | 2.8
CO[C@H]1CN(C)C(=O)c2ccc(NS(C)(=O)=O)cc2OC[C@@H](C)N(C(=O)C2CCCC2)C[C@@H]1C | . | 38.1 | . | 0.7
COc1ccc(NC(=O)N(C)C[C@@H]2Oc3c(NC(=O)c4ccc(-c5nccs5)cc4)cccc3C(=O)N([C@@H](C)CO)C[C@H]2C)cc1 | -31.7 | -49.8 | -0.5 | 0.8
C[C@@H]1CN([C@@H](C)CO)C(=O)c2cccc(NC(=O)Nc3ccc(F)cc3)c2O[C@H]1CN(C)S(C)(=O)=O | 11.0 | 45.6 | -1.0 | 0.6
CCC(=O)N1CC(=O)N2[C@H](CO)[C@@H](c3ccc(C#CC4CCCC4)cc3)[C@@H]2C1 | -36.7 | . | -16.5 | -0.3
COC(=O)C[C@H]1C[C@@H]2c3cc(NS(=O)(=O)c4cccc(OC)c4)ccc3O[C@@H]2[C@H](CO)O1 | 20.1 | . | -7.6 | -0.2
CCCC(=O)Nc1ccc2c(c1)C(=O)N(C)[C@H]1CC[C@@H](CC(=O)NCc3ccccc3)O[C@H]1CO2 | -10.9 | -21.4 | -5.4 | 1.4
C[C@H]1CN([C@@H](C)CO)C(=O)c2cccc(NS(=O)(=O)c3cn(C)cn3)c2O[C@H]1CN(C)S(C)(=O)=O | 26.0 | -25.7 | . | -0.5
CN(C)CC(=O)Nc1ccc2c(c1)[C@@H]1C[C@@H](CC(=O)NCCc3ccccc3)O[C@H](CO)[C@@H]1O2 | 7.0 | . | 7.2 | -0.3
COc1cccc(NC(=O)N2CC(=O)N3[C@H](CO)[C@H](c4ccc(Br)cc4)[C@H]3C2)c1 | -10.6 | . | -2.3 | 0.1
CCC(=O)N(C)C[C@@H]1Oc2ncc(C#C[C@H](C)O)cc2C(=O)N([C@@H](C)CO)C[C@@H]1C | 47.0 | -32.1 | -4.1 | 1.9
COc1ccc(NC(=O)N(C)C[C@H]2Oc3c(NS(=O)(=O)c4ccc(OC)cc4)cccc3C(=O)N([C@H](C)CO)C[C@H]2C)cc1 | -43.4 | 32.2 | -9.2 | -2.2
C[C@H](CO)N1C[C@H](C)[C@H](CN(C)Cc2ccc(C(F)(F)F)cc2)Oc2ccc(NC(=O)Nc3ccc(C(F)(F)F)cc3)cc2C1=O | 36.9 | 59.9 | 37.1 | -0.2
C[C@H]1CN([C@@H](C)CO)C(=O)CCCn2cc(nn2)CO[C@H]1CN(C)S(=O)(=O)c1cccc(F)c1 | -0.5 | 5.8 | . | 0.9
C[C@H]1CCCCO[C@@H](CN(C)Cc2ccc3c(c2)OCO3)[C@@H](C)CN([C@@H](C)CO)C(=O)c2cc(NS(=O)(=O)c3cccs3)ccc2O1 | -43.6&3.8 | 14.7&19.3 | -7.3&-8.5 | .
Cc1noc(C)c1NC(=O)Nc1ccc2c(c1)C(=O)N([C@H](C)CO)C[C@H](C)[C@H](CN(C)S(=O)(=O)c1ccc(Cl)cc1)OCCCC[C@@H](C)O2 | -75.4 | -14.2 | 0.9 | -0.9
C[C@@H]1CN([C@H](C)CO)C(=O)c2cc(NC(=O)CCCCCC(=O)Nc3ccccc3N)ccc2O[C@H]1CN(C)C(=O)Nc1ccc(F)cc1 | -2.8 | . | 1.8 | 0.2
CCNC(=O)[C@H]1[C@H](CO)[C@H]2Cn3c(ccc(/C=C/c4ccccc4)c3=O)[C@@H]1N2C(C)=O | 11.0 | -1.5 | -0.6 | 0.4
C[C@H]1CN([C@@H](C)CO)C(=O)c2cc(NC(=O)Nc3ccccc3)ccc2O[C@H]1CN(C)C(=O)Nc1ccc(C(F)(F)F)cc1 | -11.1 | 17.9 | 0.8 | -1.4
C[C@@H]1CN([C@@H](C)CO)C(=O)c2cc(NC(=O)Nc3ccccc3)ccc2O[C@@H](C)CCCCO[C@@H]1CN(C)C(=O)CCCN(C)C | 7.8 | 19.4 | -3.4 | 0.8
COc1ccccc1NC(=O)N1CCCCN2[C@H](C1)[C@H](c1ccc(C#CC3CC3)cc1)[C@@H]2CO | -79.7 | 100.2* | -1.7 | .
C[C@@H]1CN([C@H](C)CO)C(=O)c2cc(NC(=O)Cn3cnnn3)ccc2O[C@@H]1CN(C)C(=O)Nc1ccc2c(c1)OCO2 | 9.0 | -100.8 | . | -1.5
O=C(C[C@H]1C[C@H]2c3cc(NC(=O)Nc4ccccc4)ccc3O[C@H]2[C@@H](CO)O1)NCc1cccnc1 | 3.2 | -4.9 | 0.6 | -3.6
Cc1ccc(S(=O)(=O)NCC[C@H]2CC[C@@H](NC(=O)Nc3cccc(F)c3)[C@@H](CO)O2)cc1 | -7.1 | -27.8 | 8.3 | -1.2
O=C(CN1CCOCC1)N1CCCCN2[C@H](CO)[C@@H](c3ccc(C#Cc4ccccc4)cc3)[C@H]2C1 | -51.9 | 65.1 | 0.3 | -0.2
C[C@@H]1CN([C@H](C)CO)C(=O)c2cc(N(C)C)ccc2O[C@@H](C)CCCCO[C@@H]1CN(C)S(=O)(=O)c1ccccc1 | -66.4 | 73.4 | -6.4 | 1.4
CO[C@@H]1CN(C)C(=O)c2ccc(NC(=O)c3nc4ccccc4s3)cc2OC[C@H](C)N(Cc2cncnc2)C[C@@H]1C | -66.8 | . | . | 1.4
C[C@@H]1CCCCO[C@H](CN(C)S(=O)(=O)c2ccc(F)cc2)[C@@H](C)CN([C@@H](C)CO)C(=O)c2cc(NC(=O)c3ccncc3)ccc2O1 | -56.1 | 63.2 | -4.0 | 1.4
CCCNC(=O)N(C)C[C@H]1Oc2ncc(C#C[C@H](C)O)cc2C(=O)N([C@H](C)CO)C[C@H]1C | 17.3 | 29.3 | 1.0 | -0.3
O=C(c1ccncc1)N1CC(=O)N2[C@@H](CO)[C@H](c3ccc(-c4cccnc4)cc3)[C@@H]2C1 | 22.6 | . | -3.2 | -0.7
C[C@@H]1CN([C@@H](C)CO)C(=O)c2ccccc2-c2ccccc2CO[C@H]1CN(C)S(=O)(=O)c1ccc([N+](=O)[O-])cc1 | -24.3 | . | 50.1 | 0.7
O=C(C[C@H]1CC[C@@H]2[C@H](COC[C@H](O)CN2C(=O)Nc2ccc(Cl)c(Cl)c2)O1)NCc1ccc(Cl)cc1 | -1.8 | 110.5* | -51.8 | -1.0
CC(C)C#Cc1ccc2c(c1)O[C@@H](CN(C)Cc1cccnc1)[C@@H](C)CN([C@H](C)CO)S2(=O)=O | -21.5 | ? | 5.3 | 0.1
O=C(N[C@H]1CC[C@@H](CCn2cc(-c3ccccn3)nn2)O[C@H]1CO)c1ccccc1 | . | . | 3.9 | -2.2
C[C@H]1CCCCO[C@@H](CN(C)S(=O)(=O)c2ccccc2)[C@@H](C)CN([C@@H](C)CO)C(=O)c2cc(NC(=O)Nc3ccccc3)ccc2O1 | -65.7 | 84.1 | . | -0.9
O=C(NC1CCCC1)[C@@H]1[C@@H](CO)[C@@H]2Cn3c(cccc3=O)[C@@H]2N1C(=O)NC1CCCC1 | -1.0 | -33.6 | 3.0 | -1.7

4 compounds out of the list above, ordered by the number in GASC1 inh, descending:
canonical_smiles | Pf Dd2 growth | C diff growth | GASC1 inh
C[C@@H]1CN([C@@H](C)CO)C(=O)c2ccccc2-c2ccccc2CO[C@H]1CN(C)S(=O)(=O)c1ccc([N+](=O)[O-])cc1 | -24.3 | 50.1 | 0.7
C[C@H]1CCCCO[C@@H](CN(C)S(=O)(=O)c2ccccc2)[C@@H](C)CN([C@@H](C)CO)C(=O)c2cc(NC(=O)Nc3ccccc3)ccc2O1 | -65.7 | . | -0.9
C[C@@H]1CN([C@H](C)CO)C(=O)c2cc(NC(=O)Cn3cnnn3)ccc2O[C@@H]1CN(C)C(=O)Nc1ccc2c(c1)OCO2 | 9.0 | . | -1.5
O=C(C[C@H]1C[C@H]2c3cc(NC(=O)Nc4ccccc4)ccc3O[C@H]2[C@@H](CO)O1)NCc1cccnc1 | 3.2 | 0.6 | -3.6

Additional structures:
SMILES | Pf Dd2 growth | Tcruzi prolif | C diff growth | GASC1 inh
C[C@H]1CN([C@@H](C)CO)C(=O)c2cc(-c3cccnc3)cnc2O[C@@H]1CN(C)C(=O)c1cccc(F)c1 | -18.7 | 5.7 | 1.1 | -1.2
C/C=C/c1ccc2c(c1)O[C@@H](CN(C)C(=O)c1ccc(F)cc1)[C@H](C)CN([C@H](C)CO)S2(=O)=O | -26.2 | . | . | 0.6
O=C(CN1CCOCC1)N1CCCCN2[C@H](CO)[C@@H](c3ccc(C#Cc4ccccc4)cc3)[C@@H]2C1 | -0.9 | 64.3 | -1.6 | 0.4
C/C=C/c1ccc2c(c1)O[C@H](CN(C)C(=O)c1ccc3c(c1)OCO3)[C@@H](C)CN([C@@H](C)CO)S2(=O)=O | -42.0 | 49.7 | -2.5 | -2.5
O=C(Nc1ccccc1F)N1CC(=O)N2[C@@H](CO)[C@H](c3ccc(C#CC4CCCC4)cc3)[C@@H]2C1 | -8.5 | . | 0.3 | -0.4
CC(C)CC#Cc1ccc2c(c1)O[C@H](CN(C)C(=O)Cc1cccnc1)[C@@H](C)CN([C@@H](C)CO)S2(=O)=O | -22.3 | . | 1.8 | 3.0
CN(C)C(=O)c1cccc(-c2ccc3c(c2)[C@H]2[C@H](CCN2C(=O)C2CC2)[C@H](CO)N3)c1 | -7.4 | 99.1* | -2.9 | 1.4
C[C@@H]1CN([C@@H](C)CO)C(=O)Cc2cc(NS(C)(=O)=O)ccc2O[C@H]1CN(C)Cc1ccc(Oc2ccccc2)cc1 | -14.2 | . | 5.5 | 0.1
O=C(Nc1cccc(Cl)c1)N1C[C@H]2[C@@H](c3ccccc31)[C@H](CO)N2CC1CCCCC1 | -21.0 | 84.0 | 55.6 | -2.9
C[C@H](CO)N1C[C@H](C)[C@H](CN(C)S(C)(=O)=O)OCc2ccccc2-c2ccccc2C1=O | 30.1 | 32.3 | -6.0 | -2.0
O=C(CCN1CCCCC1)NCC[C@@H]1CC[C@H](NC(=O)Cc2cccnc2)[C@@H](CO)O1 | 26.2 | -60.2 | . | 1.6
C[C@H]1CN([C@@H](C)CO)C(=O)c2cc(NC(=O)Nc3ccccc3)ccc2O[C@@H]1CN(C)S(C)(=O)=O | 3.0 | 12.4 | -3.4 | -1.4
O=C(CCN1CCCCC1)NCC[C@H]1CC[C@@H](NC(=O)C2CC2)[C@H](CO)O1 | 2.0 | . | 1.0 | 6.2
C[C@H](CO)N1C[C@H](C)[C@@H](CN(C)Cc2ccc(-c3ccccc3)cc2)Oc2ccc(NC(=O)CCCN(C)C)cc2C1=O | -72.5 | . | -10.3 | 3.7
O=C(C[C@@H]1CC[C@H]2[C@@H](COC[C@@H](O)CN2Cc2nccs2)O1)NCc1ccc(Oc2ccccc2)cc1 | 3.8 | . | -4.0&-7.1 | 0.9
O=C(C[C@H]1CC[C@@H]2[C@H](COC[C@H](O)CN2C(=O)Nc2ccc(Cl)cc2)O1)N1CCCCC1 | -8.5 | 18.6 | 2.2 | -3.2
COc1ccccc1CN1C[C@@H]2N[C@H](C1)C2c1ccc(-c2ccc(C(=O)N(C)C)cc2)cc1 (some centres not stated) | -75.5 | . | 2.1 | 0.3
COCC#Cc1ccc2c(c1)O[C@@H](CN(C)C(=O)C1CCOCC1)[C@H](C)CN([C@@H](C)CO)S2(=O)=O | -2.0 | 7.0 | 0.7 | -0.2
COc1ccc(CN(C)C[C@H]2OCCCC[C@@H](C)Oc3ccc(NC(=O)Nc4ccc(C(F)(F)F)cc4)cc3C(=O)N([C@H](C)CO)C[C@H]2C)cc1 | -67.0 | 101.0 | -22.2 | .
CCC(=O)N1CC2(C1)[C@H](c1ccc(-c3ccccc3)cc1)[C@@H](CO)N2C(C)=O | -10.9 | . | -7.2 | 0.2
COc1ccccc1-c1ccc2n(c1=O)C[C@H]1[C@H](CO)[C@@H](C(=O)N[C@@H](C)c3ccccc3)[C@@H]2N1C | 9.2 | 18.4 | -2.3 | 1.1
O=C(O)[C@H]1[C@H](CO)[C@H]2Cn3c(ccc(-c4cncnc4)c3=O)[C@H]2N1C(=O)C1CCCCC1 | . | 46.5 | 2.3 | 0.3
C[C@H]1CN([C@@H](C)CO)C(=O)c2cc(-c3ccc(F)cc3)cnc2O[C@@H]1CN(C)C(=O)c1ccccn1 | 8.7 | -13.1 | -3.9 | -1.1

Screens as filed in PubChem BioAssay.
